# Rac1 wt GTP bind – modulators of human Rac1 wildtype GTP binding; P63000; GST-Rac1 beads, fluorescent GTP binding, flow cytometry; actives lie on both sides; 0 = cold GTP competed, 100 = untreated; GTP binding activity (% of control), % at 10 µM; 190,000 tested, 0.27% active; AID 757;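 active means GTP binding activity at least 20 points away from the 100% control level, either lower or higher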
# Avidin bead fluor – avidin bead compound fluorescence profile; Avidin beads, compound fluorescence 488/530 nm, flow cytometry; hits give high values; fluorescence (KMESF) at 10 µM; 220,000 tested, 0.38% active; AID 1775; in the data active means fluorescence above about 47; further: inactives centre near 10
# Rab2A wt mod – changes GTP binding to wildtype dog Rab2A, up or down | GST-Rab2 wt beads, Bodipy-GTP binding, flow cytometry | GTP binding activity, % at 10 µM | 190,000 tested, 0.19% active;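 active means GTP binding activity at least 20 points away from 100%, either lowered or raised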;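 further: 0% = beads with excess unlabeled GTP and 100% = no-compound control corrected for plate trend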
# Cdc42 wt – modulators (inhibitors or activators) of GTP binding to human Cdc42 wildtype; percent activity (GTP binding), % at 10 µM; 190,000 tested, 0.2% active; GST-Cdc42 beads, Bodipy-GTP binding, flow cytometry; actives lie on both sides; P60953;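 active means percent activity GTP binding at least 20 points away from the 100% baseline, either down as inhibitor or up as activator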;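 further: median bead fluorescence of bound Bodipy-FL-GTP at 100 nM; 0% = excess unlabeled GTP control and 100% = no compound control; below 100% means less GTP binding so inhibitor and above means activator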
# Rab7 wt GTP bind – modulators of GTP binding to dog Rab7 wildtype GTPase; 190,000 tested, 0.055% active; GST-Rab7 beads, fluorescent GTP binding, flow cytometry; actives lie on both sides; untreated = 100%, excess cold GTP = 0%; GTP binding activity (percent of control), % at 10 µM;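 active means fluorescent GTP binding to Rab7 beads changed by at least 20 points from the 100% baseline, either direction, mostly lower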;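 further: median green fluorescence of bound Bodipy-FL-GTP per Rab7 bead population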
# ABCG2 block – blocks JC-1 efflux by human ABCG2 transporter; Q9UNQ0; IgMXP3 cells, flow cytometry; inhibition, % at 6.6 µM; 190,000 tested, 0.1% active;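 active means inhibition above 80%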;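 further: 0% = DMSO and 100% = nicardipine control wells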
#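 System: two drug-resistant human cell lines, ABCG2 and ABCB1; controls: nicardipine high and DMSO low controls; times: 10 min exposure at 25 °C with rotation, no wash; detection: flow cytometry of retained JC-1 fluorescence; read-out basis: percent efflux inhibition, scaled nicardipine 100% to DMSO 0%; doses: one concentration, 6.6 µM final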
# HRas wt GTP – changes GTP binding to wildtype human HRas; P01112; GST-Ras wt beads, Bodipy-FL-GTP binding, flow cytometry; actives lie on both sides; GTP binding activity, % at 10 µM; 190,000 tested, 0.14% active;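 active means GTP binding activity at least 20% away from the 100% baseline, either lowered as inhibitor or raised as activator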;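 further: 0% = unlabeled GTP competition control and 100% = no-compound control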
# Rac1 mut GTP – human Rac1 activated mutant GTP binding change; percent activity (GTP binding), % at 10 µM; 190,000 tested, 0.11% active; GST-Rac1 activated beads, fluorescent GTP binding, flow cytometry; actives lie on both sides; 100% means binding = to untreated wells;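 active means GTP binding at least 20 percentage points away from the 100% baseline, in either direction, so actives lie on both sides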
# ABCB1 block – blocks JC-1 efflux by human ABCB1 transporter; P08183; CCRF-Adr cells, flow cytometry; inhibition, % at 6.6 µM; 190,000 tested, 0.067% active; in the data active means inhibition above about 40%;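 further: 0% = vehicle and 100% = reference inhibitor; higher value means more JC-1 retained so stronger ABCB1 efflux block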
# Target sequence (P08183 whole entry, looked up): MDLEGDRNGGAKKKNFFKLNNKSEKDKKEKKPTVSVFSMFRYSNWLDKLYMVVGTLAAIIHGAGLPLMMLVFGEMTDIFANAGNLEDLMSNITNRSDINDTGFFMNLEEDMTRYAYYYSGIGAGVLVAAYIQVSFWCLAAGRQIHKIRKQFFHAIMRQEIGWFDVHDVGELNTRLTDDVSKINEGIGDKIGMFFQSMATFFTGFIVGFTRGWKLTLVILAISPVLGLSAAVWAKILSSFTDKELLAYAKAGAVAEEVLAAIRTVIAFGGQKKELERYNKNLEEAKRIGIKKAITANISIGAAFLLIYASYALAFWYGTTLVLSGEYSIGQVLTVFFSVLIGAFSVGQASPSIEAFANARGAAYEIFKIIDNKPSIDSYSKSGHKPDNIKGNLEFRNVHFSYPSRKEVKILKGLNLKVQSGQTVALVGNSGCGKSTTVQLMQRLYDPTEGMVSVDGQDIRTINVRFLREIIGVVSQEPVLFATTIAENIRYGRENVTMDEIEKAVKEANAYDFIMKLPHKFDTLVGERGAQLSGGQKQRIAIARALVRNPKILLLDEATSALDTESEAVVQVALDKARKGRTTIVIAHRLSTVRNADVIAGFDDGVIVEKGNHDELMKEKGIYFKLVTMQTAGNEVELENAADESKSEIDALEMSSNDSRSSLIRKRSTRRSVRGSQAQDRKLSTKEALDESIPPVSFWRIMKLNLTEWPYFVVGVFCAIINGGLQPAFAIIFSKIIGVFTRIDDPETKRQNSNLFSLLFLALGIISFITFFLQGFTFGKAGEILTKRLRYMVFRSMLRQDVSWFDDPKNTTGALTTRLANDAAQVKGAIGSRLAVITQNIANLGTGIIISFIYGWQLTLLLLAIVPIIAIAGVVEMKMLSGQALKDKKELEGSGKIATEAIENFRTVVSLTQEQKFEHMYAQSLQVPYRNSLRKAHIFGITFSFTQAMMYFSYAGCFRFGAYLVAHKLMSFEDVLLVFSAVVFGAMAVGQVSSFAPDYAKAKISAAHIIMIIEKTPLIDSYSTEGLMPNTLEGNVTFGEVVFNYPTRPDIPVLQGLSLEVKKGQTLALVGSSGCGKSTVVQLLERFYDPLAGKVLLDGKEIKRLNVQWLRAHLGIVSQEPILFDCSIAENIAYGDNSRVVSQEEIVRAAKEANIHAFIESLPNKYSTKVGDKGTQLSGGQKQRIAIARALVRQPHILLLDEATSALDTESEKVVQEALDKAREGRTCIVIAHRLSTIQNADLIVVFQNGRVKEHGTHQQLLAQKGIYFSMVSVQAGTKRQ
# GSH bead fluor – compound fluoresces at 488/530 nm on GSH beads; GSH beads flow cytometry, compound fluorescence 488/530 nm; hits give high values; AID 1776; fluorescence (KMESF) at 10 µM; 190,000 tested, 0.25% active; in the data active means fluorescence above about 89;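 further: glutathione beads carrying GST-tagged Bcl family fusion proteins plus one bare bead set; values are compound well signal with DMSO vehicle wells as background; inactives centre near 16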
# Pf gamet viab – kills late stage P. falciparum gametocytes; inhibition, % at 10.9 µM; P. falciparum stage V gametocytes, ATP luminescence, 24 h; 150,000 tested, 0.065% active;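 active means inhibition above the mean plus 3 SD of compounds within the control limits, set per campaign, cut at about 38% in these data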;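 further: 0% = DMSO wells and 100% = medium only without gametocytes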
# * = called active by the depositor; . = no result given.
no.	molecule	Cdc42 wt	Rab7 wt GTP bind	ABCB1 block	Rac1 mut GTP	Avidin bead fluor	Rab2A wt mod	GSH bead fluor	Pf gamet viab	ABCG2 block	HRas wt GTP	Rac1 wt GTP bind
1	CC1CCCC(C)N1NC(=O)c1ccc(Cl)c(S(N)(=O)=O)c1 (stereo not drawn)	97	96	0.6	92	2	95	36	.	6	95	93
2	Cc1cccc(NC(=S)Nc2ccc(Br)cc2)c1	101	97	-0.1	98	10	101	26	.	1	99	101
3	CSc1sc(C)cc1C=O	95	102	0.2	94	17	97	24	2	3	97	95
4	CCN(CC)c1ccc(NC(=O)c2cc(Cl)ccc2OC)cc1	103	101	0.6	100	12	98	55	7	8	101	104
5	Cn1c(N)c(S(=O)(=O)N2CCN(C(=O)c3ccco3)CC2)c(=O)n(C)c1=O	103	106	0.4	99	19	102	11	-4	0	100	103
6	CC(C)Oc1ccc(/C(O)=C2/C(=O)C(=O)N(CCN(C)C)C2c2ccco2)cc1 (stereo not drawn)	98	98	0.2	94	34	94	12	19	1	97	98
7	CC(CNS(=O)(=O)c1ccccc1)(c1ccccc1)N1CCOCC1 (stereo not drawn)	101	98	0.4	98	10	101	18	.	7	99	103
8	Cc1cc(N2CCOCC2)nc(-c2ccccc2O)n1	99	103	1.0	102	2	100	8	-12	8	102	100
9	Cc1noc(NS(=O)(=O)c2ccc(NC(=O)CCC3CCCCC3)cc2)c1C	102	101	1.4	97	14	99	33	.	0	98	105
10	CC1CC(C)CN(S(=O)(=O)c2ccc3c(c2)oc(=O)n3CC(=O)N2CCOCC2)C1 (stereo not drawn)	97	95	0.0	100	7	97	27	.	0	96	98
11	COc1cccc(NC(=O)C(Sc2nnc(-c3ccncc3)n2-c2ccc(Cl)cc2)c2ccccc2)c1 (stereo not drawn)	99	98	18	98	6	96	11	.	-3	98	100
12	Cc1onc(C(=O)NCc2cccs2)c1[N+](=O)[O-]	99	103	1.2	98	7	100	18	-6	1	98	101
13	CCc1cc[n+](-c2nc([O-])sc2C=O)cc1	103	103	0.1	99	33	102	12	-11	0	102	103
14	O=C(NC(=S)Nc1ccc(N2CCOCC2)cc1)c1ccco1	99	97	0.2	97	13	96	5	14	0	98	101
15	CCCn1c2ccccc2c2cc(C(=O)O)ccc21	95	98	-0.8	96	7	96	20	.	0	95	99
16	CCCCNC(=O)C1CCN(c2nc(C)cc(C)n2)CC1	97	99	0.3	97	4	100	24	.	0	98	100
17	Cc1ccccc1NC(=O)/C=C1\SC(=O)NC1=O	107	105	0.6	106	13	101	15	-3	8	106	108
18	O=C(Nc1cccc(Br)c1)c1ccc(CSc2ccccc2)cc1	97	99	0.1	95	8	95	7	-2	1	96	99
19	O=C(NCC1CCCO1)c1ccc2c(=O)n(Cc3ccc(Cl)cc3)c(=S)[nH]c2c1 (stereo not drawn)	103	100	0.1	102	11	104	16	-20	0	101	107
20	Cc1cc(NCCCN2CCOCC2)n2nc(C)c(-c3ccc(F)cc3)c2n1	94	95	0.1	92	7	91	54	-11	1	93	94
21	CC(C)OCCCNC(=O)C1CCC(CNS(=O)(=O)c2ccc(Cl)cc2)CC1 (stereo not drawn)	100	103	1.0	98	12	101	21	.	0	100	103
22	CC(=O)Nc1ccc(NC(=O)C2CC(=O)N(c3cccc(Cl)c3)C2)cc1 (stereo not drawn)	99	104	0.0	95	10	100	11	-21	-1	100	94
23	CC(C)N(C(=O)c1ccc2nc(-c3ccccc3)c(-c3ccccc3)nc2c1)C(C)C	101	95	1.8	102	5	100	8	.	8	101	108
24	NC(=O)c1ccccc1OCC(=O)NC12CC3CC(CC(C3)C1)C2	100	100	1.6	99	12	99	11	.	4	101	99
25	CCOC(=O)Cn1nc(-c2ccc(C)cc2)c2ccccc2c1=O	99	93	0.4	98	11	96	16	-10	2	97	101
26	c1ccc2[nH]c(NCc3ccc4c(c3)OCO4)nc2c1	98	104	0.2	97	4	100	21	2	1	99	101
27	Cc1nnc(NC(=O)COc2ccc3c(C)cc(=O)oc3c2)s1	97	94	-0.6	96	12	100	17	.	-1	99	94
28	C=CCN(CC=C)C(=O)c1cc(Cl)ccc1[N+](=O)[O-]	100	100	0.8	96	16	97	8	18	5	99	103
29	O=C(c1cccc(F)c1)N1CCc2ccccc21	103	101	0.3	100	12	101	11	-17	3	103	102
30	COc1cccc(-c2cc(C(=O)Nc3cnn(Cc4ccccc4C)c3)no2)c1	99	100	0.0	99	31	99	15	-7	1	99	100
31	COc1ccc(NC(=O)CSc2nccn2-c2ccccc2)c(OC)c1	96	93	1.2	95	16	97	42	10	7	96	94
32	CCOC(=O)c1c(NC(=O)C2CCCO2)sc2c1CCC2 (stereo not drawn)	95	96	-0.4	92	13	94	29	.	-2	94	93
33	O=C(COc1ccc(Cc2ccccc2)cc1)c1ccc(F)cc1	98	98	0.3	99	4	99	8	-5	10	99	101
34	CN(C)CCCN(C(=O)c1cccc(N2C(=O)CCC2=O)c1)c1nc2cc3c(cc2s1)OCO3	103	102	0.6	97	8	99	15	7	1	98	100
35	COc1ccc(-c2nc3ccc(C(=O)NCC(OC)OC)cc3nc2-c2ccc(OC)cc2)cc1	93	93	5.3	94	10	94	15	23	12	93	92
36	CCCCNC(=O)OC(C)CNC(=O)Oc1cccc(C)c1 (stereo not drawn)	105	99	0.7	99	13	105	24	.	2	104	102
37	COc1ccc(C(=O)NC(Nc2ccc(C)cc2)C(Cl)(Cl)Cl)cc1 (stereo not drawn)	100	99	4.8	100	15	99	6	-9	60	97	100
38	CCN(CC)C(=O)CSc1nc2cc3c(cc2c(=O)n1Cc1ccco1)OCO3	95	103	3.1	95	12	96	12	-6	5	97	99
39	CCOC(=O)CNC(=S)N(CCCN1CCCCCC1)Cc1cccs1	96	97	0.6	94	32	97	17	-12	1	95	100
40	O=C1c2ccccc2NC(c2c(Cl)cccc2Cl)N1Cc1ccccc1 (stereo not drawn)	106	102	0.6	101	8	103	20	-18	2	103	101

# Exported with two lines to a compound: twelve of the compounds above.
# Each structure is followed by: Cdc42 wt | Rab7 wt GTP bind | ABCB1 block | Rac1 mut GTP | Avidin bead fluor | Rab2A wt mod | GSH bead fluor | Pf gamet viab | ABCG2 block | HRas wt GTP | Rac1 wt GTP bind
26: c1ccc2[nH]c(NCc3ccc4c(c3)OCO4)nc2c1
→ 98 | 104 | 0.2 | 97 | 4 | 100 | 21 | 2 | 1 | 99 | 101
27: Cc1nnc(NC(=O)COc2ccc3c(C)cc(=O)oc3c2)s1
→ 97 | 94 | -0.6 | 96 | 12 | 100 | 17 | . | -1 | 99 | 94
28: C=CCN(CC=C)C(=O)c1cc(Cl)ccc1[N+](=O)[O-]
→ 100 | 100 | 0.8 | 96 | 16 | 97 | 8 | 18 | 5 | 99 | 103
29: O=C(c1cccc(F)c1)N1CCc2ccccc21
→ 103 | 101 | 0.3 | 100 | 12 | 101 | 11 | -17 | 3 | 103 | 102
30: COc1cccc(-c2cc(C(=O)Nc3cnn(Cc4ccccc4C)c3)no2)c1
→ 99 | 100 | 0.0 | 99 | 31 | 99 | 15 | -7 | 1 | 99 | 100
31: COc1ccc(NC(=O)CSc2nccn2-c2ccccc2)c(OC)c1
→ 96 | 93 | 1.2 | 95 | 16 | 97 | 42 | 10 | 7 | 96 | 94
32: CCOC(=O)c1c(NC(=O)C2CCCO2)sc2c1CCC2 (stereo not drawn)
→ 95 | 96 | -0.4 | 92 | 13 | 94 | 29 | . | -2 | 94 | 93
33: O=C(COc1ccc(Cc2ccccc2)cc1)c1ccc(F)cc1
→ 98 | 98 | 0.3 | 99 | 4 | 99 | 8 | -5 | 10 | 99 | 101
34: CN(C)CCCN(C(=O)c1cccc(N2C(=O)CCC2=O)c1)c1nc2cc3c(cc2s1)OCO3
→ 103 | 102 | 0.6 | 97 | 8 | 99 | 15 | 7 | 1 | 98 | 100
35: COc1ccc(-c2nc3ccc(C(=O)NCC(OC)OC)cc3nc2-c2ccc(OC)cc2)cc1
→ 93 | 93 | 5.3 | 94 | 10 | 94 | 15 | 23 | 12 | 93 | 92
36: CCCCNC(=O)OC(C)CNC(=O)Oc1cccc(C)c1 (stereo not drawn)
→ 105 | 99 | 0.7 | 99 | 13 | 105 | 24 | . | 2 | 104 | 102
37: COc1ccc(C(=O)NC(Nc2ccc(C)cc2)C(Cl)(Cl)Cl)cc1 (stereo not drawn)
→ 100 | 99 | 4.8 | 100 | 15 | 99 | 6 | -9 | 60 | 97 | 100

# Additional results follow.
no.	molecule	Cdc42 wt	Rab7 wt GTP bind	ABCB1 block	Rac1 mut GTP	Avidin bead fluor	Rab2A wt mod	GSH bead fluor	Pf gamet viab	ABCG2 block	HRas wt GTP	Rac1 wt GTP bind
41	Cc1cc(C)nc(SCC(=O)NC2=NN=C(c3ccc(Br)cc3)CS2)n1	101	100	0.2	98	40	98	13	-17	2	100	100
42	Cc1cc(Br)c(NC(=O)c2ccccc2[N+](=O)[O-])cc1C	98	106	3.9	96	11	101	13	1	24	100	98
43	CCOC(=O)CNC(=O)Nc1ccccc1C(=O)OC	103	101	0.0	102	5	101	36	.	0	102	102
44	CCOC(=O)c1ccccc1OCc1cc(/C=N/n2cncn2)ccc1OC	103	101	3.8	97	36	101	24	10	66	102	107
45	CCN1C(=O)c2ccccc2S(=O)c2ccc(C(=O)N3CCCCCC3)cc21 (stereo not drawn)	94	98	0.6	99	5	97	14	.	0	95	95
46	O=C(CSc1nnnn1-c1ccccc1)c1ccco1	99	97	-0.4	96	24	96	12	-3	1	96	97
47	O=[N+]([O-])c1cc(/C=N/O)ccc1Oc1cccc(Cl)c1	92	92	1.8	91	7	91	17	1	9	92	95
48	Cc1ccccc1NC(=O)COC(=O)Cc1cccc(C(F)(F)F)c1	95	98	1.3	96	5	96	8	3	7	95	96
49	CCOCCc1nnc(NC(=O)C(CC)c2ccccc2)s1 (stereo not drawn)	96	95	0.7	96	14	96	13	0	3	96	94
50	C=CCC1C=C(C)CC(CC=C)N1 (stereo not drawn)	97	104	-0.6	99	33	98	13	-3	-3	98	99
51	Cc1ccc(C2CC2c2n[nH]c(=S)n2-c2ccc(C)cc2)cc1 (stereo not drawn)	96	95	0.4	96	8	95	44	.	7	100	102
52	Clc1nc(-c2ccccc2)cc(-c2ccccc2)n1	102	95	1.0	97	12	95	12	-11	6	98	100
53	O=C(NCCc1ccccc1)c1cc(=O)[nH]c2ccccc12	94	90	0.1	98	12	95	13	8	-1	94	95
54	CC(OC(=O)CCc1nc2ccccc2c(=O)[nH]1)C(=O)NC1CCCC1 (stereo not drawn)	99	95	0.2	97	9	94	10	1	4	96	98

# Screening data from PubChem BioAssay.
